High-throughput results as filed in PubChem BioAssay.
CRFR2-BP antag = CRF-BP/CRF-R2 complex antagonism. HEK293 CRF-R2/CRF-BP, CRF-induced calcium fluorescence. inhibition, % at 11.8 µM. actives 0.59% (n = 350,000). AID 588475;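 active = inhibition of the ligand-induced calcium signal above about 50% at the single tested concentration, limit read from the data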
GalR3 antagonist = antagonists of human GalR3. HEK293 GalR3-CNG cAMP membrane potential fluorescence; galR3 body fused to GalR1 C-terminus. inhibition, % at 3 µM. actives 0.44% (n = 360,000). AID 651719;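 active = inhibition above the screen-wide average plus 3 SD, cut at about 13% in these data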;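 also: forskolin and galanin both at EC90 stimulate the cells; cAMP rise reported by CNG channel membrane potential dye signal; 0% = forskolin plus galanin with DMSO and 100% = forskolin alone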
IDE act = activators of human insulin-degrading enzyme in cells | P14735 | HEK cells, FAbeta-B cleavage, fluorescence polarization; 0% vehicle, 100% cell-free pure enzyme wells | activation, % at 5.96 µM | actives 0.073% (n = 340,000) | AID 493087;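 active = activation above the mean of all tested compounds plus 3 SD, set per screening campaign, cut at about 17% in these data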
IMP-1 inh = inhibitors of Pseudomonas aeruginosa IMP-1 metallo-beta-lactamase; purified IMP-1, nitrocefin hydrolysis, epi-absorbance fluorescence; inhibition, % at 5.6 µM; actives 0.45% (n = 290,000); AID 1556;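 active = inhibition above the mean plus 3 SD of all compounds in the same screening run, cut at about 4.5% in these data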;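 also: 0% = IMP-1 with DMSO and 100% = DMSO wells lacking enzyme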
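System – purified recombinant IMP-1 beta-lactamase · Input – IMP-1 dispensed at 0.2 nM · Timing – 15 min preincubation plus 25 min reaction at 25 °C · Signal – Epi-absorbance fluorescence, 480 nm excitation, 530 nm emission · Measure – percent IMP-1 inhibition derived from blank-referenced optical density · Controls – Enzyme-plus-DMSO low control, enzyme-free DMSO high control · Replication – singlicate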
pCIP destab = lowers stability of the mouse p/CIP coactivator protein; F442A p/CIP-EGFP cells, EGFP fluorescence, 16 h; decrease of EGFP signal, % at 10 µM; actives 0.01% (n = 290,000); AID 1984;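 active = EGFP signal decrease of at least 30% at 10 µM or well 3 SD below plate mean, unless failing retest; inactive = the rest, including hits failing retest or dose response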; also: some compounds called inactive have numbers as strong as hits; many of its hits are not listed in these tables
Target sequence (Q05BA5 1-1403): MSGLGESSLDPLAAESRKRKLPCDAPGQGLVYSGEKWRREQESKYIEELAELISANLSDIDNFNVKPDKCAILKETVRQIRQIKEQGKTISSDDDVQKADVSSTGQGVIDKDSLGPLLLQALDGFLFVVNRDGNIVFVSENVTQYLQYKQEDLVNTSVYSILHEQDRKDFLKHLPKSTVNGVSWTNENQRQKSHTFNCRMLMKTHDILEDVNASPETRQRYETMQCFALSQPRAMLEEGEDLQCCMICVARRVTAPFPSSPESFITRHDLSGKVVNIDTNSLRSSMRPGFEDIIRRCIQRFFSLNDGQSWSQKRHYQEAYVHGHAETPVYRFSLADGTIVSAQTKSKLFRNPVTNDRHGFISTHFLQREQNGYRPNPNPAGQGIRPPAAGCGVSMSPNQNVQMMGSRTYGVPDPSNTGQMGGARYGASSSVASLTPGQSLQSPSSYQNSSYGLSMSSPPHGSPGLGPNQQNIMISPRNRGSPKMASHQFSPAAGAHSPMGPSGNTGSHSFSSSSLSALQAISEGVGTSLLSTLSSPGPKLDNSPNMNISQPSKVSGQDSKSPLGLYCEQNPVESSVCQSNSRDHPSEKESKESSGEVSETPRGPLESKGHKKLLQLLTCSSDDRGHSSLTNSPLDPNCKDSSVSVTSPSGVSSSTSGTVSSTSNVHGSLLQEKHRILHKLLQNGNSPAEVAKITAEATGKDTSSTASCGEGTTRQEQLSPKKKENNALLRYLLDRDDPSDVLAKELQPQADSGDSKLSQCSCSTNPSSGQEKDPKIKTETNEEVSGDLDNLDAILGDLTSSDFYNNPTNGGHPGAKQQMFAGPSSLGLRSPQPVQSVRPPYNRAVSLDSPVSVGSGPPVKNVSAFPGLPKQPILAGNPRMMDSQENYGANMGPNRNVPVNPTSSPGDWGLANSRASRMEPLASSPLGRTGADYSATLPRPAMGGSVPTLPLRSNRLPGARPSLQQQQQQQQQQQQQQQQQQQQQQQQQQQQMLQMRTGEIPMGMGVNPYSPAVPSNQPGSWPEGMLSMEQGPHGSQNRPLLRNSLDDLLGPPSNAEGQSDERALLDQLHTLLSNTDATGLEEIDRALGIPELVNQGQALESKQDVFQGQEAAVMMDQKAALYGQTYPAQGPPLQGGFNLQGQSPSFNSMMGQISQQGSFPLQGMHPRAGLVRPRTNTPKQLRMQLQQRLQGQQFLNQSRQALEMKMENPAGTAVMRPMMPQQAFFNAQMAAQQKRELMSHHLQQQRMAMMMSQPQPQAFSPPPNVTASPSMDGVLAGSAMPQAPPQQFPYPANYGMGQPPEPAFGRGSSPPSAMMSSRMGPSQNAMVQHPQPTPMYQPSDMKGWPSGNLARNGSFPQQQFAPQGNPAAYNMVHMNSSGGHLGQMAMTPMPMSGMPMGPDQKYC
UBC9 SUMO inh = SUMOylation inhibition. HTRF SUMOylation assay, SAE1/SAE2 + UBC9, in vitro. P63279. actives 0.36% (n = 290,000). inhibition, % at 35 µM; in the data active = inhibition above about 50%, passing the limit was not always enough; also: strong numbers were not always called active
VIM-2 inhibitor = blocks Pseudomonas aeruginosa VIM-2 metallo-beta-lactamase; purified VIM-2, nitrocefin hydrolysis, epi-absorbance fluorescence; inhibition, % at 5.6 µM; actives 0.89% (n = 290,000); AID 1527;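 active = inhibition above the mean of all tested compounds plus 3 SD, cutoff set per screening run, cut at about 7.5% in these data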;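 also: red hydrolysis product quenches plate fluorescence so inhibitors raise well fluorescence; 0% = enzyme with DMSO and 100% = DMSO without enzyme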
IDE cell inh = inhibitors of human insulin-degrading enzyme in cells; HEK cells, FAbetaB cleavage, fluorescence polarization; inhibition, % at 5.59 µM; actives 0.41% (n = 320,000); AID 434962;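 active = percent inhibition above the average of all tested compounds plus 3 SD, set per screening campaign, cut at about 16% in these data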;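 also: IDE supplied by intact live HEK cells; FP after avidin binding of uncleaved biotin substrate so inhibition keeps polarization high; 0% = DMSO wells and 100% = 60 µM reference IDE inhibitor Ii1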
NS3 helicase inh = inhibitors of Hepatitis C virus NS3 helicase. NS3 helicase DNA unwinding, Cy5 molecular beacon fluorescence. inhibition, % at 10.9 µM. actives 0.56% (n = 290,000);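 active = inhibition above the mean of all tested compounds plus 3 SD, set per campaign, cut at about 35% in these data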;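 also: 0% = DMSO wells and 100% = thioflavine S control wells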
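Control set: DMSO versus 110 µM thioflavine S; Material: NS3 helicase fragment of HCV; Measured by: Cy5 fluorescence at 0 and 60 min, beacon hairpin quenching; Read-out basis: percent inhibition from t60/t0 fluorescence ratio; Times: reaction time 60 min, 25 °C; Repeats: single replicate; Compound dosing: single dose, 10.9 µM nominal final, DMSO 0.8% final.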
* marks the source's active call; other numbers are inactive results; · = not tested or not shown. No enrichment for hits; overall some 3.2% were active at least once.

SMILES | CRFR2-BP antag | GalR3 antagonist | IDE act | IMP-1 inh | pCIP destab | UBC9 SUMO inh | VIM-2 inhibitor | IDE cell inh | NS3 helicase inh
Cc1ccc(C2(O)CN(c3ccccc3C)C3=[N+]2CCS3)cc1 (stereo unspecified) | 12 | -3 | 0 | -3.8 | 0 | 0 | -1.6 | -2 | -11
O=C(CCc1nc(-c2ccc(F)cc2)no1)NCc1ccccc1CN1CCOCC1 | -7 | -8 | 3 | · | · | · | · | -1 | ·
COc1cc(S(=O)(=O)N2CCCCC2)ccc1NC(=O)c1ccccc1Cl | 3 | -1 | 7 | -6.7 | -3 | -19 | -1.9 | 5 | -2
CCOc1ccc(NC(=O)CSc2nc3ccccc3nc2N2CCOCC2)cc1 | 27 | · | 2 | -1.1 | -8 | 12 | -0.6 | -2 | -28
O=C(O)CC(NC(=O)Nc1ccccc1)c1ccc(OC2CCCC2)cc1 (stereo unspecified) | -2 | -4 | 6 | -2.6 | 6 | -4 | -3.6 | 3 | 8
Cc1cc(N2CCN(c3ccccc3)CC2)nc(N)n1 | -11 | -3 | 10 | -2.0 | -2 | -52 | -1.9 | -4 | -4
COc1cccc(CNS(=O)(=O)c2cn(C)cn2)c1 | -19 | 0 | -3 | -1.7 | -18 | 16 | -1.5 | 5 | -2
Cc1ccc(-n2c(SCC(=O)Nc3ccc4c5c(cccc35)CC4)nc(O)cc2=O)cc1 | 0 | -1 | 1 | -0.6 | 8 | 65 | -2.6 | 6 | 29
COc1cccc(NC(=O)CN(C)C(=O)CSCc2nc3scc(-c4cccs4)c3c(=O)[nH]2)c1 | -11 | -3 | 2 | · | · | · | · | 0 | ·
Cc1ccc(S(=O)(=O)Nc2ccc3[nH]ccc3c2)cc1 | -13 | -9 | -3 | -1.8 | 4 | -9 | -3.1 | 2 | -3
CCN1C(=O)/C(=C\C(=O)c2cccs2)c2cc(Br)ccc21 | -72 | 2 | -6 | -2.3 | -17 | 4 | -1.9 | 10 | 9
COC(=O)Nc1nnc(Cc2ccc(Cl)cc2)s1 | -9 | -7 | 4 | -0.3 | 4 | 3 | -1.3 | 9 | 2
CC(=O)c1cccc(NC(=O)CCNC(=O)c2ccccc2Cl)c1 | 3 | -8 | 4 | -2.1 | -1 | 6 | -1.2 | 2 | -8
Cc1ccc(S(=O)(=O)NC(CC(=O)NCC2CCCO2)c2ccccc2)cc1 (stereo unspecified) | -2 | -5 | 4 | -1.0 | 14 | 20 | 0.9 | 1 | 2
COc1ccc(S(=O)(=O)NCc2ccc(C(=O)NCCCN3CC(C)CC(C)C3)cc2)cc1 (stereo unspecified) | 8 | -7 | -1 | -2.4 | -8 | 13 | -3.0 | 0 | -1
CCN1CCN(c2cc(C)c3cc(NC(=S)N4CCCCC4)ccc3n2)CC1 | 7 | -1 | 6 | -2.4 | -2 | 17 | 3.0 | 6 | -38
Cn1c(SCC(=O)Nc2ccccc2F)nnc1-c1cccs1 | 3 | -5 | -3 | -3.5 | -25 | 8 | -4.3 | 1 | 3
O=C(NCc1ccc(F)cc1)C1CC(=O)N(C2CCCC2)C1 (stereo unspecified) | 11 | -3 | 0 | · | · | · | · | 0 | ·
CC1CCCCC1NC(=O)c1ccc(S(=O)(=O)N2CCN(C)CC2)cc1 (stereo unspecified) | -14 | -3 | 1 | -3.9 | -6 | 9 | -2.8 | -3 | 17
CSC1=NCCN1C(=O)c1cccc(C(F)(F)F)c1 | 10 | -2 | 0 | -0.6 | 1 | 12 | -0.8 | 7 | -4
CCNC(=O)C(=O)NCCc1ccc(Cl)cc1 | 24 | -4 | 5 | -1.6 | 1 | 0 | -1.3 | -1 | 10
CN(Cc1ccccc1)S(=O)(=O)c1nnc(NC(=O)c2ccccc2F)s1 | 15 | -2 | 1 | -1.2 | -9 | · | 4.4 | -2 | -5
COc1cccc(CNC(=O)CCCn2nc(C)n3c(cc4sccc43)c2=O)c1 | 17 | 2 | 3 | -1.7 | -23 | 4 | 3.4 | -1 | 2
O=C(CN1C(=O)NC2(CCc3ccccc32)C1=O)Nc1cc(C(F)(F)F)ccc1N1CCOCC1 (stereo unspecified) | -29 | -6 | · | · | -1 | -2 | · | -1 | ·
COc1ccc(NC(=O)c2scc(S(=O)(=O)C(C)C)c2N)cc1 | -18 | -5 | 3 | -0.4 | -8 | 13 | -1.1 | -4 | -6

Brought forward from above: two compounds; new compounds follow.
SMILES | CRFR2-BP antag | GalR3 antagonist | IDE act | IMP-1 inh | pCIP destab | UBC9 SUMO inh | VIM-2 inhibitor | IDE cell inh | NS3 helicase inh
O=C(CN1C(=O)NC2(CCc3ccccc32)C1=O)Nc1cc(C(F)(F)F)ccc1N1CCOCC1 (stereo unspecified) | -29 | -6 | · | · | -1 | -2 | · | -1 | ·
COc1ccc(NC(=O)c2scc(S(=O)(=O)C(C)C)c2N)cc1 | -18 | -5 | 3 | -0.4 | -8 | 13 | -1.1 | -4 | -6
CN(CCCNC(=O)CCc1cn(C)c2ccccc12)C1CCCCC1 | 2 | -14 | -2 | -2.3 | -4 | 11 | -1.0 | 1 | -2
CCOC(=O)COc1ccc2c(c1)c(C(=O)OCC)c(C)n2CC | 18 | -4 | 5 | -2.3 | 0 | 13 | 0.0 | 6 | -6
CN(C)C(=O)CCCCCCCCC(=O)N(C)C | -4 | -4 | · | -4.7 | 6 | 12 | -3.8 | 0 | -5
O=C(Nc1cnccn1)c1cccnc1 | 15 | -8 | 4 | -0.6 | -17 | -7 | 0.4 | 1 | 5
CC(C)(C)OC(=O)N1CCC2(CC1)C(C#N)=C(N)OC1=C2C(=O)CCC1 | -7 | 9 | 0 | -2.2 | -2 | 19 | 1.3 | 5 | -4
CCOC(=O)C1CCN(CCCSc2ccc(C)cc2)CC1 | -23 | -3 | 4 | -1.1 | · | · | -1.6 | 5 | -2
Cc1ccc(C2C3=C(CCCC3=O)Nc3[nH]c(=S)[nH]c(=O)c32)cc1 (stereo unspecified) | -5 | -5 | -9 | -2.4 | -10 | 11 | -4.6 | -2 | 28
O=C(c1ccccc1NS(=O)(=O)c1cccc(C(F)(F)F)c1)N1CCc2ccccc21 | -27 | -4 | -2 | -1.4 | -11 | -7 | -1.2 | 4 | 0
COc1ccc(C(=O)CSc2nncn2C)cc1 | 0 | 0 | 2 | -3.2 | -20 | 26 | -2.3 | -3 | -8
COc1ccccc1C(=O)COC(=O)c1nc(Cl)ccc1Cl | 1 | -1 | 3 | · | · | · | · | 3 | ·
O=C(O)c1cc2ccccc2cc1Nc1ccccc1 | 12 | -2 | 7 | -2.5 | -4 | 4 | -1.3 | 13 | -23
COc1cc(CC2COC(=O)C2(O)Cc2ccc(O)c(OC)c2)ccc1O (stereo unspecified) | 18 | 48* | 7 | · | 2 | -30 | · | -2 | ·
O=C(NCc1ccccc1)c1ccc(F)c(F)c1 | -4 | -7 | 1 | -0.8 | -5 | 3 | -2.1 | 0 | 4
O=C(CN1C(=O)c2ccccc2C1=O)OCC(=O)c1ccccc1 | 3 | -5 | -1 | · | · | · | · | 1 | ·
COc1ccccc1OCC(=O)Nc1ccccc1C(=O)NCc1ccco1 | 4 | -4 | -1 | -1.9 | -4 | 2 | -2.5 | 3 | -3
CC(=C/c1ccccc1)/C=C1/SC(N2CCOCC2)=NC1=O | 22 | 0 | 3 | -3.5 | -3 | -2 | -5.7 | -2 | -4
C/C(=N/NC(=O)c1cccs1)c1ccco1 | -2 | -6 | 2 | -2.6 | -9 | 11 | -2.7 | 0 | 5
O=C(/C=C/c1ccc(F)cc1)NC(=S)N1CCN(Cc2ccccc2)CC1 | 2 | -6 | 4 | -4.0 | -12 | 13 | -4.3 | 2 | 3
COc1cc(OC)cc(C(=O)N[C@H](C(=O)OCC(=O)N2CCc3ccccc32)C(C)C)c1 | -1 | -4 | -1 | -2.1 | 7 | -6 | 1.9 | 12 | -15
COCCn1cc(C(=O)c2ccccc2OCC(=O)Nc2cc(C)on2)cc(C#N)c1=O | -4 | -6 | -2 | -0.1 | -14 | -2 | 1.2 | -3 | 5
CCOC(=O)C(Cc1ccccc1)NC(=O)CCC(=O)c1ccc(OC)cc1 (stereo unspecified) | 6 | 0 | 3 | -5.1 | 6 | -1 | -3.6 | 4 | 1
CCC(=O)NC1(C(F)(F)F)C(=O)Nc2c1c(=O)n(C)c(=O)n2C (stereo unspecified) | 25 | -3 | 5 | -2.5 | -2 | -1 | -1.6 | 7 | -8
N#Cc1nc(COc2ccccc2)oc1N1CCCC1 | -3 | -4 | 0 | -0.9 | -12 | 10 | 2.4 | 4 | -9
COc1ccc(C2=CN(Cc3ccccc3)CCC2=O)cc1 | 2 | -6 | -7 | · | · | · | · | -1 | ·
CC(C)NC(=S)n1cc(C(=O)c2cc(Cl)cc(Cl)c2O)cn1 | -1 | -6 | 1 | -2.2 | -15 | -9 | -2.1 | 0 | 0

Next part:
SMILES | CRFR2-BP antag | GalR3 antagonist | IDE act | IMP-1 inh | pCIP destab | UBC9 SUMO inh | VIM-2 inhibitor | IDE cell inh | NS3 helicase inh
CNCc1ccc(OCc2ccccc2)c(OC)c1 | -1 | -2 | 4 | -2.4 | -6 | -3 | -0.7 | 8 | -8
Cc1ccc2[nH]c(=O)c(-c3noc(CC(C)C)n3)cc2c1 | -1 | -4 | 2 | -0.5 | 11 | 16 | -1.4 | 0 | -3
CCCCNC(=O)CCC(=O)NNc1nc2ccccc2c2nc(-c3ccccc3)nn12 | 26 | 2 | 3 | -4.4 | 4 | 6 | -5.7 | 1 | -1
Cc1ccc(NC(=O)CCC(=O)NNC(=O)COc2cccc3ccccc23)c(C)c1 | 5 | -2 | -2 | -4.0 | 7 | 3 | -4.9 | -4 | -15
Cc1nnc(NNS(=O)(=O)c2ccc(Cl)cc2)[nH]c1=O | -9 | 7 | 6 | -2.5 | 0 | 12 | -3.7 | -3 | 2
COc1ccc(OC)c(S(=O)(=O)Nc2c(C)cccc2C)c1 | -20 | -4 | 2 | -2.5 | -7 | 10 | -2.2 | -7 | 0
CCC(=O)Nc1nnc(-c2ccccn2)o1 | 8 | -3 | 6 | -4.1 | -2 | 25 | -2.5 | -4 | -6
CCOC(=O)c1sc(NC(=S)NC(=O)c2ccc(OC)cc2)nc1C | 8 | -6 | -3 | -2.6 | -10 | 7 | -3.1 | -6 | 2
Cn1c(CC(=O)Nc2ccccc2Cl)nnc1SCC(=O)Nc1nncs1 | 17 | -9 | 3 | -1.5 | -8 | 0 | -0.2 | 1 | -1
C/C(CC(=O)Nc1cc(C)ccn1)=N\NC(=O)c1ccncc1 | -2 | -7 | 5 | -5.3 | -3 | 4 | -4.9 | 7 | 9
CC1=C(C(=O)OC(C)C)C(c2ccc(N(C)C)cc2)C2=C(CC(C)(C)CC2=O)N1 (stereo unspecified) | -6 | 4 | 3 | -2.1 | -14 | 3 | -3.3 | -3 | 5
O=C(N/N=C/c1ccc(OCC(=O)N2CCCCC2)cc1)c1ccccc1O | -4 | 0 | 6 | -2.6 | 13 | 3 | -1.6 | -2 | 13
